# S100A4 inh HTS – blocks human S100A4 binding to myosin IIA peptide; AID 652163; P26447; inhibition, % at 10.7 µM; S100A4/TAMRA-MyoIIA peptide fluorescence polarization; 0.14% of 360,000 active;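 active = mean inhibition of at least 70% across replicates, with every replicate also reaching that level; inconclusive = mean inhibition reaches 70% but some replicates fall short; inactive = mean inhibition below 70%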
# Target sequence (P26447 whole entry, looked up): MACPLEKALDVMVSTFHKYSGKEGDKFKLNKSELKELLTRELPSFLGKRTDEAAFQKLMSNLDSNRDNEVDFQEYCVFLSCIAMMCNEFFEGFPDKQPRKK
#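 Material: S100A4 monomer (human). Medium: Calcium-containing HEPES buffer, pH 7.2. Probe or stimulus: labelled myosin peptide probe, 5 nM. Compound dosing: one concentration per compound. Timing: polarization read 5 min after assay mix addition, stable 5–60 min. Benchmarks: DMSO as neutral control, TFP as positive control.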
# ERAP1 inh – blocks human ERAP1 aminopeptidase activity. inhibition, % at 10.7 µM. 0.15% of 340,000 active. recombinant ERAP1, Leu-AMC fluorescence, 60 min. Q9NZ08;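 active = mean replicate inhibition of at least 30%, or all replicates individually reaching that 30% level; inactive = mean below 30% and not every replicate reaching it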;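 also: 0% = neutral control wells and 100% = L-leucinethiol positive control wells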
# Target sequence (Q9NZ08 whole entry, looked up): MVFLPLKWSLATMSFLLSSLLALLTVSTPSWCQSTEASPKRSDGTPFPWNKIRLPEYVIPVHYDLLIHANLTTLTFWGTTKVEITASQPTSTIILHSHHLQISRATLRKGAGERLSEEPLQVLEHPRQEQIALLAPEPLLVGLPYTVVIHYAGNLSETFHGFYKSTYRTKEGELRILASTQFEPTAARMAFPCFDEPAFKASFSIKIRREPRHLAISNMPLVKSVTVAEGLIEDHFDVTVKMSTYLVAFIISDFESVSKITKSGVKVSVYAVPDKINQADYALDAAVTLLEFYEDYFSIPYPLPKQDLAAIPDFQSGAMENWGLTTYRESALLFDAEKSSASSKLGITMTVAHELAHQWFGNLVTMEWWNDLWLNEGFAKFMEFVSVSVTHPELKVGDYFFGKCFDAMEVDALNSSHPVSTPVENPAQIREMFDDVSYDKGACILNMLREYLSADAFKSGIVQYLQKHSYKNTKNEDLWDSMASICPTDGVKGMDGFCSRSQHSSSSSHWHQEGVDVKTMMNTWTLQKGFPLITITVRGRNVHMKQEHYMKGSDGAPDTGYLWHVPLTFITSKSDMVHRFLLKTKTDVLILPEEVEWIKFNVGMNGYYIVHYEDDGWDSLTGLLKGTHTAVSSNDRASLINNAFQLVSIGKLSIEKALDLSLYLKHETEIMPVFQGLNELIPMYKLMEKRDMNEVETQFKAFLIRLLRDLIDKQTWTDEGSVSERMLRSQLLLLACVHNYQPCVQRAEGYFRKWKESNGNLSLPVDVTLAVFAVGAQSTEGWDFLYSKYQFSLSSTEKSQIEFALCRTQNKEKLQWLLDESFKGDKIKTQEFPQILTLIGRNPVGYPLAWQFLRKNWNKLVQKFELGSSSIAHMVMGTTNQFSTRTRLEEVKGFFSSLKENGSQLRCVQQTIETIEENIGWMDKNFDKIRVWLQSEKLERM
# SIRT5 inh – sirtuin-5 (human) deacylase inhibition. Q9NXA8. Purified SirT5, succinyl-peptide AMC, trypsin-coupled fluorescence. inhibition, % at 15 µM. 1.1% of 330,000 active. AID 652115; in the data active = inhibition above about 15%; inconclusive = no clear call, values can overlap the other calls
# XiGFP reactiv – reactivates the inactive X chromosome in mouse fibroblasts; XiGFP mouse fibroblasts, % GFP-positive cells imaging, 3 d; cells co-treated with 5-aza-dC sensitizer; scaled so ellipticine positive control = 100%; activation, % at 7.58 µM; 0.055% of 360,000 active;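 active = mean normalized replicate activation at least 10% and every replicate at or above 10%; inconclusive = only one of the two criteria met; inactive = mean below 10% and not all replicates reach 10%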;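 also: 0% = median of on-plate neutral control wells and 100% = ellipticine 6 µM median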
#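 System: SV40-immortalized XiGFP fibroblast cells, line 68-5-11 / Incubation: 3-day compound exposure, then 15 min fixation at room temperature / Compound: single concentration per compound, delivered by pin transfer / Buffer or medium: DMEM plus 5-aza-dC sensitizer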
# Cneo AK release – causes C. neoformans cell lysis; 0.2% of 360,000 active; lysis activity, % at 15 µM; adenylate kinase release luminescence, 4 h; normalised: neutral wells 0, clomiphene wells 100;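 active = mean lysis activity across replicates of at least 80%, whatever share of replicates individually reach that level; inactive = mean lysis activity below 80%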
#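 Material – log-phase Cryptococcus neoformans yeast cells · Input – 5 × 10^6 yeast cells/mL · Medium – fresh YPD growth medium · Doses – single compound concentration per well · Timing – static 4 h at 37 °C with compound, 1 h detection · Detection – adenylate kinase release luminescence · Read-out – signal increase indicating cell lysis · Control set – Clomiphene as positive lysis control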
# LGR2 inh – blocks bursicon-induced cAMP signaling via Drosophila LGR2 | HEK293 LGR2, CRE-luciferase, bursicon-stimulated, 4 h | inhibition, % at 9.99 µM | 0.35% of 380,000 active | AID 720647;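 active = drop in luminescence signal, shown as inhibition above about 50% in the replicate tests, limit read from the data, passing the limit was not always enough; inconclusive = probably only some replicates passing the limit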;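 also: agonist challenge used bursicon conditioned medium at about half maximal strength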
# PGC1a acetyl inh – modulators of PGC1a acetylation; 0.17% of 350,000 active; U2OS PGC1a acetylation, AlphaScreen anti-acetyl-lysine; with virally co-expressed GCN5 acetyltransferase; inhibition, % at 15.6 µM;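 active = every replicate shows inhibition of at least 40%; inconclusive = mean inhibition at least 40% but some replicate below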;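 also: 0% = neutral control wells and 100% = positive control wells; some results beyond the cut were filed as inactive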
# Statin myotox sup – suppressors of simvastatin-induced myotoxicity in C2C12 myotubes; rescue of ATP level, % at 7.49 µM; 0.78% of 330,000 active; ATP luminescence, 48 h; scaled: DMSO 0, geranylgeraniol control 100;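 active = mean ATP rescue above about 67%, or every replicate alone reaching that limit, limit read from the data, passing the limit was not always enough; inconclusive = no clear call, values can overlap the other calls; inactive = mean under the limit and some replicate under it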;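 also: myotubes were challenged with 10 µM simvastatin during compound exposure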
# The depositor's hits bear a star; u = inconclusive; x = no result given.
# The opening four compounds (preview)
# The line under a structure holds: LGR2 inh, PGC1a acetyl inh, XiGFP reactiv, Cneo AK release, Statin myotox sup, SIRT5 inh, S100A4 inh HTS, ERAP1 inh
O=C(CSc1nc(C2CC2)nc2ccccc12)Nc1ccccc1Cl
 : -3, x, 0.2, -1, 4, 1, -7, -5
COc1cccc(-c2cnc3c(c2)C(=O)N([C@H](C)CO)C[C@H](C)[C@H](CN(C)Cc2ccc(C(=O)O)cc2)O3)c1
 : 4, 2, -0.2, 0, 14, -5, 1, -2
COc1ccc(S(=O)(=O)N[C@H]2CC[C@@H](CCNC(=O)Cc3ccccn3)O[C@@H]2CO)cc1
 : 3, 0, 0.0, 2, -4, -2, -20, -2
O=C(COC(=O)C1CCN(S(=O)(=O)c2ccc3c(c2)OCCO3)CC1)NC1CCCCC1
 : -6, x, 0.2, x, 14, 1, -1, 0

# The list itself, from the start:
# The line under a structure holds: LGR2 inh, PGC1a acetyl inh, XiGFP reactiv, Cneo AK release, Statin myotox sup, SIRT5 inh, S100A4 inh HTS, ERAP1 inh
O=C(CSc1nc(C2CC2)nc2ccccc12)Nc1ccccc1Cl
 : -3, x, 0.2, -1, 4, 1, -7, -5
COc1cccc(-c2cnc3c(c2)C(=O)N([C@H](C)CO)C[C@H](C)[C@H](CN(C)Cc2ccc(C(=O)O)cc2)O3)c1
 : 4, 2, -0.2, 0, 14, -5, 1, -2
COc1ccc(S(=O)(=O)N[C@H]2CC[C@@H](CCNC(=O)Cc3ccccn3)O[C@@H]2CO)cc1
 : 3, 0, 0.0, 2, -4, -2, -20, -2
O=C(COC(=O)C1CCN(S(=O)(=O)c2ccc3c(c2)OCCO3)CC1)NC1CCCCC1
 : -6, x, 0.2, x, 14, 1, -1, 0
COc1ccc(C2CC(c3ccc(Br)cc3)=NN2C(=O)CSC2=NCCS2)cc1 (stereo not drawn)
 : 0, x, 0.4, x, x, -2, 1, 0
C=CCOC(=O)C1=C(C)NC(=S)NC1/C=C/c1ccccc1 (stereo not drawn)
 : 20, -19, x, 5, 4, x, x, x
COc1ccc(-c2coc3cc(O)ccc3c2=O)cc1O
 : -43, 12, x, -5, 5, x, -3, x
COc1ccc(CCNC(=O)C2CCCN2C(=O)Nc2ccc(F)cc2)cc1OC (stereo not drawn)
 : -6, x, 0.0, 3, 4, -3, -3, -5
CC1CN(S(=O)(=O)c2cccc(C(=O)NNC(=O)C(C)Oc3ccccc3F)c2)CC(C)O1 (stereo not drawn)
 : 0, x, 0.1, 2, 3, -12, 2, 0
Cc1ccc(C2=NN(C(=O)CCC(=O)O)C(c3cccc([N+](=O)[O-])c3)C2)cc1 (stereo not drawn)
 : -10, 8, -0.1, 1, -6, -3, -7, -3
O=C(N=C1SC2CS(=O)(=O)CC2N1c1ccccc1)c1cccc([N+](=O)[O-])c1 (stereo not drawn)
 : -9, 0, 0.0, 0, 0, -12, -5, 1
O=C(/C=C/c1ccc([N+](=O)[O-])cc1)NNC(=O)C1CC1
 : 17, -13, -0.1, -3, 40, -3, -2, -2
N#CC(=C(O)COC(=O)c1ccc2c(c1)OCCO2)c1nc2ccccc2[nH]1
 : x, 30, 0.0, x, x, x, 1, 0
CC=Cc1ccc2n(c1=O)C[C@@H]1[C@@H](CO)[C@H](C(=O)NCC)[C@H]2N1C(=O)c1ccccc1 (mixture of isomers)
 : -5, 1, 0.0, 1, 7, -10, -6, 2
COc1cc(NS(=O)(=O)c2ccc(N)cc2)nc(OC)n1
 : -1, u, 0.0, -1, 0, 0, -2, -3
COc1ccc(NC(=O)N(C)C[C@@H]2OCCCC[C@H](C)Oc3ccc(NS(=O)(=O)c4ccccc4)cc3C(=O)N([C@H](C)CO)C[C@@H]2C)cc1
 : 14, 2, 0.4, 1, x, 2, 1, 3
S=C(NCc1ccco1)NCc1ccccc1Cl
 : -20, x, 0.3, 0, 4, -3, -6, 5
CCOc1ccc(S(=O)(=O)N(C)CC(=O)NC2CC2)cc1
 : 4, 0, 0.1, -1, 5, -4, 15, -1
Cc1[nH]n(-c2ccccc2)c(=O)c1C=Nc1cccc(F)c1
 : -14, -5, 0.0, 0, x, -2, 0, 2
CC(C)CC(NS(=O)(=O)c1ccc2c(c1)oc(=O)n2C)C(=O)N1CC=C(c2ccccc2)CC1 (stereo not drawn)
 : 8, 2, -0.2, 1, 14, 0, 2, 3
COc1ccc(NC2CCCN(C(=O)c3csc(C(C)C)n3)C2)cc1OC (stereo not drawn)
 : 6, 2, 0.5, 0, -4, -6, 11, 2
CN(C)c1ccc(-c2noc(C3CCN(C(=O)Nc4ccc(Cl)cc4)CC3)n2)cc1
 : 3, -5, 0.0, -1, x, 0, 0, 3
C[C@@H]1CN([C@@H](C)CO)C(=O)c2cc(NS(=O)(=O)c3cn(C)cn3)ccc2O[C@H]1CN(C)C(=O)Nc1ccccc1
 : -7, 12, 0.0, 2, x, -4, -5, -1
COc1cccc(CN(CC2CCCO2)C(=O)c2cc3ccccc3oc2=O)c1 (stereo not drawn)
 : -49, x, 0.0, x, x, 4, -1, -1
C[C@H](CO)N1C[C@H](C)[C@@H](CN(C)Cc2ccc3c(c2)OCO3)Oc2ccc(NC(=O)CCN3CCOCC3)cc2CC1=O
 : -8, 0, -0.6, -2, -6, 7, -1, 3
CCOc1ccc(NC(=O)CN(C)C(=O)c2cc(-c3cccs3)nn2-c2ccccc2)cc1OCC
 : 3, 5, 0.5, -1, 5, 5, 1, 5
C=C(C)Cn1c(NCCOC)nc2c1c(=O)[nH]c(=O)n2C
 : x, 1, x, 1, 18, x, -4, x
C[C@H]1CN([C@@H](C)CO)C(=O)CCCn2nncc2CO[C@@H]1CN(C)S(=O)(=O)c1ccc(Oc2ccccc2)cc1
 : 6, 6, 0.4, -1, -4, 3, 3, -2
CCCN1C[C@H](C)[C@@H](OC)CN(C)C(=O)c2ccc(NC(=O)c3cccc(F)c3)cc2OC[C@@H]1C
 : 9, -4, 0.2, -1, 4, 4, -5, 5
CC1CCN(Cc2nnnn2CCCC(=O)NC(c2ccccn2)C(F)(F)F)CC1 (stereo not drawn)
 : 1, 2, 0.1, 0, -8, -5, -2, 3
O=C(CCc1ccccc1)Nc1ncc([N+](=O)[O-])s1
 : -29, x, -0.1, 0, -10, 6, 2, -4
CCOC(=O)N1CCN(c2c(NCCN3CCCCC3CC)c(=O)c2=O)CC1 (stereo not drawn)
 : 10, -3, 0.1, 4, 2, 3, 7, -4
CCOC(=O)C1CCCN(C(=O)c2cn(-c3ccccc3)nc2-c2cccnc2)C1 (stereo not drawn)
 : 7, 2, 0.0, x, -2, 2, -4, 1
CC(C)(C)NC(=O)C(c1ccccc1F)n1c(=O)c(-c2ccco2)nc2ccccc21 (stereo not drawn)
 : -34, x, -0.1, x, x, -2, -2, -1
C[C@@H]1CN([C@H](C)CO)C(=O)c2cc(-c3ccccc3)cnc2O[C@H]1CN(C)Cc1ccccc1
 : 1, -10, 0.3, 6, 4, -1, -4, 2
Clc1ccccc1OCCCCN1CCCCC1
 : -1, 6, 0.0, 4, 12, -2, 3, 0
O=C1OC(/C(=C\Nc2ccc(F)cc2F)[N+](=O)[O-])c2ccccc21 (stereo not drawn)
 : -2, -7, 0.0, x, x, -2, 6, 3
COc1ccc(CCN=C(N)NS(=O)(=O)c2ccc(F)cc2)cc1OC
 : 8, x, 0.0, -1, 25, -3, -5, 0
O=S(=O)(c1ccccc1F)N1CCCCN2[C@H](CO)[C@H](c3ccc(-c4ccncc4)cc3)[C@@H]2C1
 : 8, 0, 0.8, -2, x, 1, -3, 3
CN(C)C(=O)c1ccc(NC(=O)COC(=O)c2cc(S(=O)(=O)N(C)C)ccc2N2CCCC2)cc1
 : 16, -1, -0.1, 2, 15, -2, -8, 1
C[C@H](CO)N1C[C@H](C)[C@@H](CN(C)S(=O)(=O)c2cn(C)cn2)OCCCC[C@H](C)Oc2ccc(NC(=O)CCCN(C)C)cc2C1=O
 : 1, 0, 0.1, -5, x, 5, 9, -1
CCN(CC)CCNC(=O)C1CCN(S(=O)(=O)N2CCCCC2)CC1
 : 4, -5, x, 0, 31, x, x, x
C/C(=N\Nc1ccc(C(=O)O)cc1)c1ccc(S(=O)(=O)NCc2ccco2)cc1
 : -18, x, 0.0, x, x, 3, -5, -2
CCOC(=O)C1CCCN(S(=O)(=O)c2cc3[nH]c(=O)c(=O)[nH]c3cc2C)C1 (stereo not drawn)
 : 9, 7, 0.3, 0, 7, x, 0, x
CC(C)C1Nc2ccc(C(=O)N3CCN(c4ccccn4)CC3)cc2NC1=O (stereo not drawn)
 : 1, 0, 0.0, -6, -9, 2, -2, -1

# Quoted at random: two compounds from above
# The line under a structure holds: LGR2 inh, PGC1a acetyl inh, XiGFP reactiv, Cneo AK release, Statin myotox sup, SIRT5 inh, S100A4 inh HTS, ERAP1 inh
CC(C)C1Nc2ccc(C(=O)N3CCN(c4ccccn4)CC3)cc2NC1=O (stereo not drawn)
 : 1, 0, 0.0, -6, -9, 2, -2, -1
CN(C)C(=O)c1ccc(NC(=O)COC(=O)c2cc(S(=O)(=O)N(C)C)ccc2N2CCCC2)cc1
 : 16, -1, -0.1, 2, 15, -2, -8, 1

# (further entries)
# The line under a structure holds: LGR2 inh, PGC1a acetyl inh, XiGFP reactiv, Cneo AK release, Statin myotox sup, SIRT5 inh, S100A4 inh HTS, ERAP1 inh
O=C(Cn1cc(C(F)(F)F)ccc1=O)N/N=C/c1ccc(O)cc1
 : 4, -6, 0.4, 0, -7, -3, 0, -1
O=C(Nc1ccc2c(c1)CCC2)c1c(F)cccc1Cl
 : -23, -3, 0.0, x, x, 9, 1, 6
CCOc1ccccc1-c1nc(CN2CCCN(C(=O)c3ccco3)CC2)c(C)o1
 : -5, 5, 0.0, 0, 2, 2, -16, -5
COc1ccc(NC(=O)CN(C)C(=O)c2n[nH]c3ccccc23)cc1
 : -3, 5, 0.2, -7, 3, 1, -3, 1
O=C(Nc1ccccc1)c1sc(N2CCOCC2)nc1-c1ccccc1
 : 0, x, -0.1, x, x, 0, -1, 0
CCCCCCCCCCCCCC(=O)O
 : 11, 0, x, 3, -2, x, -1, -1
Cc1ccc(S(=O)(=O)N(C)C[C@@H]2Oc3ccc(NC(=O)C4CCCCC4)cc3C(=O)N([C@@H](C)CO)C[C@H]2C)cc1
 : -3, x, 0.1, -1, -35, 2, 3, -4
COc1ccccc1-c1ccc2c(c1)[C@H]1[C@H](CCN1C(=O)C1CC1)[C@@H](CO)N2
 : 3, 4, 0.2, -1, 48, 4, u, 0
Cc1cccc(NC(=S)N(C)C2CCCCC2)c1
 : 0, 2, 0.2, 4, -13, -3, 0, -4
COC(=O)C1CCN(c2cc(=O)n(Cc3ccc(F)cc3)c(=O)[nH]2)CC1
 : 2, -2, x, -2, -17, 0, -5, 11
CC1CCc2nn(CC(=O)NCCCN3CCOCC3)cc2C1 (stereo not drawn)
 : -13, x, 0.2, -3, 0, x, -2, x
COc1cc(C2C(C#N)=C(N)N(c3ccc(F)cc3)C3=C2S(=O)(=O)CC3)ccc1O (stereo not drawn)
 : 44, 3, 0.0, x, x, 2, -7, 0

# Only part of the results is shown; rates above refer to the full screens.
